High-throughput results deposited in PubChem BioAssay by Broad Institute.
INS-1E GSIS act: GLuc luminescence reporter in INS-1E cells, primary screen for activators of glucose-dependent secretion of insulin. 0.61% of 370,000 active. INS-1E GLuc reporter insulin secretion, 2-3 h. activation, % at 16.6 µM;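 active means lowest replicate activation of at least 40%, so every replicate reaches that level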;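 further: 0% = median of neutral control wells and 100% = median of IBMX positive control wells; some compounds called inactive have numbers as strong as hits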
CFTR F508del cor: CFTR F508del correction in bronchial cells; CFBE cells, YFP halide quenching; stimulated with forskolin plus potentiator P3; % fluorescence drop versus neutral controls; activity (quench increase), % at 7.58 µM; 0.36% of 350,000 active;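 active means mean added fluorescence quench of at least 8% versus neutral control, with both replicates also reaching 8%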;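 further: cells transiently co-express mutant CFTR-F508del with the halide-sensitive YFP; corrector assay measuring rescue of mutant channel to the surface after 24 h compound exposure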
E-sel inducer: E-selectin induction on HUVECs; P16581; HUVEC E-selectin immunofluorescence imaging; normalized: neutral wells 0, TNF-alpha wells 100; activation, % at 7.58 µM; 0.37% of 260,000 active; AID 686992;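 active means mean E-selectin-positive cell signal at least 10% of the positive control, reached in at least 60% of replicates, without over 20% cell loss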;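 further: in these data hits start at about 27%; measured in HUVEC primary endothelial cells; signal is the percent of cells scored E-selectin positive by PE staining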
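System: HUVEC, human umbilical vein endothelial cells; quantity: 3,000 cells/well; buffer or medium: EGM-2 medium, gelatin-coated wells; dosing: single-point compound dose; detection: immunofluorescence imaging; evaluation: % PE-positive cells; benchmarks: TNF-alpha, DMSO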
Xi reactivation: X-chromosome reactivation activator; activation, % at 7.58 µM; 0.055% of 360,000 active; XiGFP mouse fibroblasts, % GFP-positive cells imaging, 3 d; cells co-treated with 5-aza-dC sensitizer; scaled so ellipticine positive control = 100%;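 active means mean normalized replicate activation at least 10% and every replicate at or above 10%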;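 further: 0% = median of on-plate neutral control wells and 100% = ellipticine 6 µM median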
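System: XiGFP fibroblasts, SV40-immortalized. Medium: DMEM plus 5-aza-dC sensitizer. Doses: single point. Timing: 3 d treatment, 15 min room-temperature fixation. Control set: ellipticine 6 µM.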
RAD52 anneal inh: RAD52 (human) annealing inhibition. P43351. recombinant RAD52 DNA annealing, FRET fluorescence. inhibition, % at 18.7 µM. 0.46% of 360,000 active. AID 651710;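 active means every replicate showing at least 50% inhibition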
RAD54 branch: inhibitors of human RAD54 branch migration. Q92698. RAD54 Holliday junction branch migration, FAM/BHQ fluorescence. inhibition, % at 10.4 µM. 0.14% of 360,000 active. AID 602329;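 active means mean normalized replicate activity at least 40 and at least half of replicates scoring 40 or more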;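 further: 0% = median of neutral control wells and 100% = median of positive control wells; inhibitors cause a drop in the FAM fluorescence signal; in these data hits start at about 50%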
Target sequence (Q92698 whole entry, looked up): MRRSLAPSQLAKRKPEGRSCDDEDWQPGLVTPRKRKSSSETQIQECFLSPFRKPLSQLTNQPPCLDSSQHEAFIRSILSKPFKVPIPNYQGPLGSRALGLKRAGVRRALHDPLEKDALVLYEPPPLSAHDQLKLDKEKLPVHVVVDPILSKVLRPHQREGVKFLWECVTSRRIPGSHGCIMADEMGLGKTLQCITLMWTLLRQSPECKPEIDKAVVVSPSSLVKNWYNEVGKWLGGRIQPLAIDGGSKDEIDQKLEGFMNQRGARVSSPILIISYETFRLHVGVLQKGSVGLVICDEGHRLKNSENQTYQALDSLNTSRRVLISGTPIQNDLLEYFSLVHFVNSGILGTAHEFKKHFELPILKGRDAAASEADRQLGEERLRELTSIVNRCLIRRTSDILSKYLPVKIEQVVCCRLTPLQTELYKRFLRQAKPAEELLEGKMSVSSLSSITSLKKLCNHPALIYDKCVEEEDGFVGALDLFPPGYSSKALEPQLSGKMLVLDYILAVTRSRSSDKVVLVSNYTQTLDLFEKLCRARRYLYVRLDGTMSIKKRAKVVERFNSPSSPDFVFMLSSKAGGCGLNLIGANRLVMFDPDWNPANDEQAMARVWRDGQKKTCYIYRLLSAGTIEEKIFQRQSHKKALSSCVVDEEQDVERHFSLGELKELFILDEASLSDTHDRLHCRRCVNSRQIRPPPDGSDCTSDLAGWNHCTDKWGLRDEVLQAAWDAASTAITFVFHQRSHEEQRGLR
DENV2 CPE: inhibitors of DENV2 cytopathic effect | DENV2-infected cells, cytopathic effect rescue, plate reader | CPE inhibition, % at 9.99 µM | 1.7% of 350,000 active | AID 651640; in the data active means CPE inhibition above about 20%, passing the limit was not always enough; tested in BHK-21 cells;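 further: 0% = median of neutral control wells and 100% = median of positive control wells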
CASP6 VEID inh: blocks human caspase-6 cleavage activity | P55212 | purified caspase-6, Z-VEID-R110 cleavage fluorescence | inhibition, % at 12.5 µM | 0.53% of 350,000 active | AID 686996;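 active means mean inhibition across replicates at least about 35%, with every replicate also reaching that limit, limit read from the data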;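 further: 0% = median of neutral control wells and 100% = no fluorescence left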
* marks the source's active call; other numbers are inactive results; nt = no result given. Outcome played no part in choosing rows, and some 3.7% of all compounds hit somewhere here.

Results follow in this order: INS-1E GSIS act, CFTR F508del cor, E-sel inducer, Xi reactivation, RAD52 anneal inh, RAD54 branch, DENV2 CPE, CASP6 VEID inh
1: CO[C@H]1CN(C)C(=O)c2cc(NC(=O)C3CC3)ccc2OC[C@H](C)N(C(=O)c2cnccn2)C[C@@H]1C
→ -5, -3.5, -0.1, -0.1, 7, -2, -15, 0
2: C[C@@H]1CCCCO[C@H](CN(C)S(=O)(=O)c2ccccc2)[C@@H](C)CN([C@H](C)CO)C(=O)c2cc(NC(=O)Nc3ccc4c(c3)OCO4)ccc2O1
→ -8, -0.9, 0.2, 0.0, -3, 6, 91*, -2
3: COc1ccc(CCNC(=O)c2oc3ccccc3c2C)cc1
→ -9, 3.1, -0.3, -0.2, -5, -3, -4, 5
4: C[C@@H]1CN([C@H](C)CO)C(=O)c2cc(-c3cccc(C(=O)N(C)C)c3)cnc2O[C@@H]1CN(C)S(=O)(=O)c1cccc(F)c1
→ 2, 0.3, -0.2, 1.3, 3, -9, -5, -1
5: OC[C@@H]1CN(Cc2ccccc2)C[C@H](n2cnc3c(NCc4ccc(F)cc4)ncnc32)O1
→ -29, -1.2, 0.0, 0.0, -41, 2, 19, 3
6: C[C@@H]1CN([C@@H](C)CO)C(=O)CCCn2cc(nn2)CO[C@@H]1CN(C)C(=O)Nc1cccc(F)c1
→ 3, 1.0, 0.9, -0.4, nt, nt, nt, nt
7: CC(=O)Nc1ccc(NC(=O)C2(C)Cc3c(-c4ccc5c(c4)OCO5)ccnc3O2)cc1 (configuration not stated)
→ nt, -2.5, -0.1, -0.2, -1, -5, -6, -2
8: Cc1c(C=O)c2ccccc2n1CCOc1ccccc1
→ -20, 1.7, nt, 0.0, -7, 8, -3, -2
9: CCCNC(=O)c1onc(CSc2cccc(OC)c2)c1C(=O)NCCC
→ 5, -1.7, -0.1, -0.1, -14, -6, 10, 0
10: COc1ccccc1S(=O)(=O)N(C)C[C@H]1OCc2ccccc2-c2c(n(C)c3ccccc23)C(=O)N([C@H](C)CO)C[C@H]1C
→ 5, -2.0, -0.4, -0.8, 15, -6, 10, -1
11: O=C(Nc1cc(Cl)ccc1O)c1cc(-c2ccco2)on1
→ -1, -1.8, -0.5, 0.0, -14, -12, -3, -2
12: C[C@H]1CN([C@@H](C)CO)C(=O)Cc2cc(NS(C)(=O)=O)ccc2O[C@@H]1CN(C)S(=O)(=O)c1ccc(Cl)cc1
→ 13, 0.0, 12, -0.1, -1, 5, 4, -2
13: CC(=O)c1ccc(NC(=O)CSc2nnc(Cc3cccn3C)n2-c2ccc(F)cc2)cc1
→ -6, 0.9, -0.1, 0.3, -1, 0, -4, 3
14: CCCC#Cc1cnc2c(c1)C(=O)N([C@@H](C)CO)C[C@H](C)[C@H](CN(C)C(=O)Cc1ccncc1)O2
→ 16, 1.2, 0.3, 0.1, -12, 2, 15, -1
15: CCCCCCCCCC1NC(C(=O)O)Cc2c1[nH]c1ccccc21 (configuration not stated)
→ -25, 1.8, 0.1, 0.0, -11, 5, -4, -3
16: O=C(NCCN1C(=O)S/C(=C\c2cccnc2)C1=O)c1cccc(OC(F)F)c1
→ 7, nt, -0.2, -0.1, -6, nt, -4, -3
17: COc1ccc(NC(=O)/C(C#N)=C/c2ccc(Sc3nncn3C)c([N+](=O)[O-])c2)cc1
→ 3, -1.8, -1.2, 0.2, -4, nt, -1, 1
18: COc1ccccc1-c1ccc([C@@H]2[C@@H](CO)N(C(=O)C3CCOCC3)[C@H]2C#N)cc1
→ -9, -5.4, 0.2, 0.2, -16, 12, 3, 3
19: COc1cc(OC)cc(-c2c(C#Cc3ccsc3)c3cc(-c4ccc(OC)c(F)c4)ccc3n2C)c1
→ -1, -2.0, 0.2, 0.0, -28, 3, 5, -2
20: COc1ccc(CN2CCN(C(=O)c3ccc(S(=O)(=O)NCc4ccco4)cc3)CC2)cc1
→ 5, 0.8, 0.1, 0.1, -3, -2, 3, 1
21: COc1cccc(CNC(=O)C[C@@H]2CC[C@H]3[C@@H](COc4ccc(NC(C)=O)cc4C(=O)N3C)O2)c1
→ 7, 1.4, -0.1, 0.2, nt, 0, 9, nt
22: COc1ccc(N(CC(=O)NCCc2ccccc2)C(=O)CCC(=O)Nc2nccs2)cc1
→ -10, 1.9, nt, 0.2, -7, -4, -2, nt
23: COc1cccc(C#Cc2ccc([C@@H]3[C@@H](CO)N4C(=O)CN(C(=O)c5ccncc5)C[C@@H]34)cc2)c1
→ -10, 2.0, 0.1, 0.0, -11, nt, 10, 0
24: Cc1cccc(N2CCN(C(=O)c3cnn4c(C(F)F)cc(-c5ccccc5)nc34)CC2)c1C
→ -10, -3.6, 0.3, 0.3, -33, 4, -2, -5
25: C[C@@H]1CN([C@@H](C)CO)C(=O)c2cc(NC(=O)Nc3ccc(F)cc3)ccc2O[C@H]1CN(C)CC1CCCCC1
→ 16, -2.1, 0.5, 0.2, 17, -1, -1, -1
26: CCCn1c(SCC(=O)Nc2cc(C)on2)n[nH]c1=O
→ 14, 1.1, -1.0, 0.1, -10, -15, -3, -3
27: COCC#Cc1ccc2c(c1)O[C@H](CN(C)C(=O)CC1CC1)[C@H](C)CN([C@H](C)CO)S2(=O)=O
→ -3, 1.3, -0.4, 0.3, -5, 0, 11, 4
28: CNC[C@@H]1OCCCC[C@H](C)Oc2ccc(NC(=O)CCC(F)(F)F)cc2C(=O)N([C@@H](C)CO)C[C@@H]1C
→ 6, -1.5, -0.1, -0.3, -43, 0, -4, -2
29: COc1ccc(S(=O)(=O)Nc2ccc3c(c2)C(=O)N([C@@H](C)CO)C[C@@H](C)[C@@H](CN(C)C(=O)Cc2ccccc2)OCCCC[C@H](C)O3)cc1
→ -22, 0.4, 0.2, 0.1, 4, -1, -4, 2
30: CCOC(=O)C1CCCN(c2nc3ccccc3nc2C(C#N)C(=O)OC(C)C)C1 (configuration not stated)
→ -12, nt, 0.3, -0.1, -101, nt, 0, -4
31: COc1cc2c3c(c1)C(C)CC(C)(C)N3C(=O)C2=O (configuration not stated)
→ nt, 0.7, 0.1, 0.0, -5, 10, 1, 0
32: C[C@@H]1CN([C@@H](C)CO)S(=O)(=O)c2ccc(C#CCN(C)C)cc2O[C@@H]1CN(C)Cc1ccncc1
→ 3, -3.0, -0.3, 0.3, 0, -2, 1, -6
33: COc1ccc(-c2nc(N)nc(C(F)(F)F)c2-c2ccccc2OC)c(O)c1
→ -21, -1.7, 0.0, 0.2, 3, 10, 4, 2
34: COC(=O)[C@@]12C[C@@H](CC(=O)N3CCC(c4ccccc4)CC3)C(=O)N(Cc3ccccc3)C1=CCC(C)(C)C2
→ -4, -4.3, -0.2, 0.0, 6, nt, 1, 3
35: NC1=NC(=O)C2(COC(c3cccc([N+](=O)[O-])c3)OC2)S1 (configuration not stated)
→ -1, -1.6, nt, 0.1, -8, nt, -3, -2
36: C[C@H](CO)N1C[C@H](C)[C@H](CN(C)Cc2ccc(C(F)(F)F)cc2)Oc2c(NC(=O)NC3CCCCC3)cccc2C1=O
→ -27, 6.5, 0.7, 0.2, 2, 5, -2, -3
37: CC(=O)c1ccc(NC(=O)COc2ccc3c(c2)OCO3)cc1
→ 5, -2.1, nt, 0.1, -6, nt, 2, 0
38: O=C(C[C@@H]1C=C[C@H](NC(=O)C2CC2)[C@H](CO)O1)NCc1ccncc1
→ 5, -1.1, -0.2, 0.0, -18, -8, -6, -5
39: CCOC(=O)c1ccc(S(=O)(=O)NNC(=O)COc2cccc(C)c2)cc1
→ 3, nt, -0.2, 0.2, 5, -3, 11, -2
40: COc1ccccc1NC(=O)Nc1nc(CC(=O)NCc2cccnc2)cs1
→ 1, 3.1, nt, 0.0, -3, -9, -7, -2
41: COc1ccc(NC(=O)COc2ccc(C(=O)OCC(=O)N(C(C)C)C(C)C)cc2OC)cc1
→ -17, 0.2, nt, 0.3, -12, 3, nt, 2
42: COCC#Cc1ccc([C@@H]2[C@@H](CO)N3C(=O)CN(C(=O)CN4CCOCC4)C[C@H]23)cc1
→ -2, -3.8, 0.3, 0.0, -7, nt, 2, 3
43: COc1cc(OC)cc(C(=O)OCc2ccc([N+](=O)[O-])cc2)c1
→ 1, 1.7, nt, 0.0, -9, nt, -4, -1
44: Cc1ccc(S(=O)(=O)NCCC(=O)OCC(=O)NC(=O)c2cccn2C)cc1
→ -3, 2.0, 1.6, -0.1, -49, nt, 1, 4
